Screens as filed in PubChem BioAssay.
Lipid droplet – hepatic lipid droplet formation modulation | AML12 mouse hepatocytes, oleate lipid droplets, BODIPY imaging | inhibition, % at 6.5 µM | actives 0.4% (n = 240,000) | AID 1656;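 active = lipid droplet intensity inhibited by at least 50%, with more than 500 cells counted; inconclusive = wells with under 300 cells, treated as cytotoxic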
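Assay system: AML12 hepatocytes (mouse); Probe or stimulus: oleic acid at 100 µM to induce lipid droplet formation; Dosing: compound at 6.5 µM only; Schedule: compound with oleate, overnight; Detection: fluorescence imaging, 20x objective, two fields per well; Measure: % inhibition of lipid droplet signal.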
WT yeast gro inh – growth inhibition of WT yeast, mitochondrial fusion screen; mitochondrial fusion phenotypic screen, WT strain; inhibition, % at 10 µM; actives 2.1% (n = 190,000); AID 1362; in the data active = inhibition above about 58%; tested in S. cerevisiae
Autophagy HCS – autophagy modulation, high-content screen | calls only at 10 µM (by protocol) | MEF GFP-LC3 puncta imaging; test concentration mostly 10 µM | AID 463193 | actives 0.98% (n = 190,000);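 active = percentage of spot-positive cells more than 3 SD above its plate mean, without a fluorescence outlier flag or 80% toxicity; inconclusive = no clear call, values can overlap the other calls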;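 also: spot-positive cell cutoff set from DMSO-treated cells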
T cell HTS – modulates CD8 T cell binding to vesicles; AID 2052; actives 0.068% (n = 330,000); 2C CD8+ T cell-vesicle binding, flow cytometry; active compounds read low; calls only at 7 µM;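 active = response, share of CD8 T cells binding vesicles, and their 90th percentile fluorescence all below set limits, cut at about 80% in these data, passing the limit was not always enough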
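Material: 2C TCR transgenic mouse naive CD8+ T cells, MACS-purified. Also added: QL9-charged Drosophila Ld/ICAM-1/B7-1 vesicles. Timing: binding 1.5 h at 37 °C. Measured by: high-throughput flow cytometry with anti-B7-1 and anti-CD8 staining. Read-out: percent CD8+ FL2 mean versus row control. Controls: Unloaded micro-vesicles (low), QL9 vesicles with 0.7% DMSO (high).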
Ins promoter up – MIN6 insulin promoter up-regulation | MIN6 insulin promoter-GFP reporter, high-content imaging; active compounds read high | z-score at 5 µM | actives 0.3% (n = 190,000);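 active = z-score above 3 at 5 µM with at least 500 cells counted in the well; inconclusive = wells under 500 cells, flagged as cytotoxic or low count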
West Nile virus CPE – inhibition of WNV-induced cytopathic effect – cell-based, CPE readout (AID 1621). West Nile virus-infected cells, CPE inhibition; higher % means a stronger effect. one-dose CPE inhibition, % at 10 µM; IC50 in µM for titrated hits. actives 0.02% (n = 290,000); in the data active = a potency from the dose series; inconclusive = CPE inhibition mostly from about 3.7% at the one dose, without a potency; inactive = the rest, 99 in 100 with CPE inhibition below about 2.2%; also: strong numbers were not always called active
Myeloid diff 2 – promotes myeloid progenitor differentiation; ER-HoxA9 myeloid progenitors, lysozyme-GFP differentiation, flow cytometry; calls only at 10 µM; actives 1% (n = 360,000);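 active = normalized GFP-positive differentiation at or above the plate's own cutoff, the solvent-only control mean plus 3 SD; inconclusive = no clear call, values can overlap the other calls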;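 also: cells exposed to compound for four days before flow analysis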
b-catenin transl – alters nuclear translocation of beta-catenin in HeLa cells. immunofluorescence imaging. nuclear translocation activity, % at 5 µM. actives 0.3% (n = 190,000);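 active = nuclear translocation activity above 50% at 5 µM, with a well cell count of 50 or more; inconclusive = wells under 50 cells across six images, flagged as toxic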;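 also: per-cell ratio of nuclear to cytoplasmic median beta-catenin stain intensity; plate controls were DMSO negative control for no effect and GSK-3 inhibitor IX positive control for full effect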
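Assay system: human HeLa cells, native beta-catenin; doses: 5 µM primary, 0.02–20 µM confirmation; incubation: compound treatment 24 h, 37°C, 5% CO2; technique: fluorescence imaging of beta-catenin antibody stain plus DAPI; measure: % activation, nuclear-to-cytoplasmic median beta-catenin signal ratio per cell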
MT stabilizer – stabilizes microtubules in HeLa cells. HeLa tubulin immunostaining HCS, 24 h; share of cells brighter than vehicle mean+2SD. AID 2205. actives 0.83% (n = 200,000). % tubulin-high responders, % at 10 µM;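 active = plate Z-score above 3 for both tubulin-high and condensed-nucleus cell shares, with cell loss under 80%, at 10 µM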;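 also: anti alpha tubulin signal scored within the nucleus-defined area of each cell; some results filed as inactive read as strong as hits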
WT yeast gro inh mutant strain – recorded beside WT yeast gro inh, whose call it bears; inhibition, %; mitochondrial fusion phenotypic screen, mutant strain inhibition
Ins promoter up cell count – recorded beside Ins promoter up, whose call it bears; cell count; measured here: cytotoxicity, nuclei count;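 total cells summed across four imaged fields per well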
Lipid droplet cells 6.5 µM – recorded beside Lipid droplet, whose call it bears; cell count; measured here: cell count, cytotoxicity flag;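 cells counted across two imaged fields per well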
b-catenin transl cell count 5 µM – further read-out of b-catenin transl, marked with its call; cell count; measured here: cell count, cytotoxicity flag
T cell HTS vesicle-bound % – second read-out of T cell HTS, no call of its own (marks repeat the call); double positive events, %; measured here: CD8+ vesicle-bound cell fraction;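 binding gate set so that unloaded-vesicle control wells show 10% double positive cells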
MT stabilizer Hoechst-high % – second read-out of MT stabilizer, no call of its own (marks repeat the call); % Hoechst-high responders; measured here: nuclear condensation Hoechst responders;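 share of cells brighter than vehicle mean plus two SD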
MT stabilizer cytotoxicity % – further read-out of MT stabilizer, marked with its call; toxicity, %; measured here: cytotoxicity by cell density;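 0% = mean cell density of plate MIN control wells and 100% = no cells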
Autophagy HCS cell loss 18 h – second read-out of Autophagy HCS, no call of its own (marks repeat the call); toxicity, %; measured here: cell loss, nuclei count;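 cell loss after 18 h compound exposure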
Myeloid diff 2 GFP+ MAC1+ % – also measured in Myeloid diff 2; calls as there; GFP+ MAC1+ double positive, %; measured here: differentiation confirmed by MAC1 staining
* hit, by the source's call; i = inactive; ? = inconclusive; · = not tested or not shown; + = active, no number.

SMILES	Lipid droplet	Lipid droplet cells 6.5 µM	WT yeast gro inh	WT yeast gro inh mutant strain	Autophagy HCS	Autophagy HCS cell loss 18 h	T cell HTS	T cell HTS vesicle-bound %	Ins promoter up	Ins promoter up cell count	West Nile virus CPE	Myeloid diff 2	Myeloid diff 2 GFP+ MAC1+ %	b-catenin transl	b-catenin transl cell count 5 µM	MT stabilizer	MT stabilizer Hoechst-high %	MT stabilizer cytotoxicity %
COc1cc(CN2CC(=O)N(c3ccc(C)c(C)c3)C2=S)cc(OC)c1OC	3	691	-8	-8	i	-2	i	3	-0.09	1412	-1.7%	i	1.0	-2.4	1177	3.1	2.4	11
CCC(CC)C(=O)NCCc1ccc(F)cc1	9	751	0	-3	i	-1	i	27	0.37	901	-0.1%	i	0.9	1.1	1132	0.2	1.3	21
COc1ccc2[nH]c(C)c(CN3CCC(C)CC3)c(=O)c2c1	·	·	4	-5	i	-3	i	29	1.3	1222	0.0%	i	4.1	-4.3	943	3.8	1.4	5.6
CCN(C(=O)C1CCN(S(=O)(=O)c2ccc3c(c2)oc(=O)n3C)CC1)c1cccc(C)c1	·	·	4	3	i	-2	i	45	1.4	1027	-0.2%	+	6.2*	·	·	2.7	4.2	9.2
Cc1cc(NS(=O)(=O)c2ccc(-c3ccccc3)cc2)no1	-3	756	-10	-12	i	30	i	14	-0.05	1080	-0.3%	i	0.5	·	·	1.2	1.6	7.2
COc1ccc(/C=N/NC(=S)NC2CCS(=O)(=O)C2)cc1 (stereo unspecified)	-6	663	-7	-7	i	-10	i	43	1.1	1617	-0.4%	i	1.1	-0.5	1042	4.3	1.8	5.9
C=CCn1c(-c2cccn(Cc3ccccc3)c2=O)n[nH]c1=S	·	·	-12	11	i	-4	i	42	·	·	-0.7%	i	0.7	·	·	2.3	1.4	8.0
Cc1cc(NC(=O)COc2nnc(-c3ccccc3)c3ccccc23)no1	24	851	-12	-9	i	3	i	64	0.25	1185	-0.9%	i	0.8	-1.5	1248	6.1	2.4	3.9
CN(CC(=O)N1CCCCCC1)S(=O)(=O)c1ccc(Br)s1	-21	677	-7	-4	i	5	i	28	0.51	1724	-0.3%	·	·	0.9	1040	1.7	0.7	8.0
CCOC(=O)C1CCN(C(=O)C2CCN(S(=O)(=O)c3cc(Cl)ccc3OCC)CC2)CC1	-58	825	·	·	·	·	i	9	·	·	1.4%	i	5.1	·	·	·	·	·
O=C(CN1CCN(c2ccc(Cl)cc2)CC1)NCc1cccs1	-2	646	14	-1	i	-11	i	52	·	·	-1.5%	i	0.2	0.3	1486	1.3	1.4	2.4
Cc1ccccc1NCCC(=O)Nc1ccc(F)cc1	-6	781	·	·	·	·	i	12	·	·	-0.2%	i	0.3	·	·	·	·	·
O=C(c1ccc(S(=O)(=O)c2ccccc2)cc1)N1CCc2ccccc2C1	21	529	1	-6	i	-5	i	43	0.54	1401	-0.1%	i	0.4	-0.9	550	3.0	1.8	4.7
Cc1occc1-c1nc(-c2ccncc2)no1	7	751	9	14	i	-6	i	7	1.8	1329	-0.1%	i	7.6	·	·	3.1	1.6	6.7
COc1ccccc1N1CCN(C(c2cccs2)C(C)NS(=O)(=O)c2ccccc2)CC1 (stereo unspecified)	-25	638	19	17	i	7	i	8	0.18	1780	-0.3%	i	1.1	-0.4	1073	2.9	3.3	15
O=C(O)c1ccccc1-c1ccccc1C(=O)NCc1ccccc1F	4	797	·	·	·	·	i	19	·	·	-0.4%	i	1.0	·	·	·	·	·
O=c1[nH]cnc2cc(Cl)ccc12	·	·	-36	-26	i	-45	i	31	-0.67	1324	·	i	0.9	-4.6	983	2.9	2.2	14
COc1ccc2nc(N3C(=O)/C(=C/c4ccc(Cl)cc4)NC3=S)sc2c1	-2	625	-7	-7	+	-1.2*	·	·	0.61	1243	0.0%	i	0.7	0.9	922	2.1	2.0	1.6
CCOc1cc(NC(=O)c2ccccc2C)c(OCC)cc1NC(=O)C1=Cc2ccccc2OC1	-4	642	-8	10	i	-33	i	22	0.13	1994	?	i	4.1	2.4	1026	5.8	2.3	2.1
Cc1cc2c(c(=O)n1C1CC1)C(c1cccc(Cl)c1)C(C#N)=C(N)O2 (stereo unspecified)	·	·	-10	-3	i	0	i	16	-0.61	1458	-0.1%	i	0.5	-7.8	935	1.8	1.9	11
Cc1ccsc1/C=N/Nc1nc2ccccc2[nH]1	-8	605	13	-1	i	-4	·	·	-0.53	1557	0.0%	i	0.3	2.7	1105	4.5	2.6	8.2
CCOC(=O)Cc1csc(NS(=O)(=O)c2cccc([N+](=O)[O-])c2)n1	-10	808	·	·	·	·	i	49	·	·	0.7%	i	0.8	·	·	·	·	·
Cc1cc(OCC(=O)NCc2cccnc2)c2c(C)c(C)c(=O)oc2c1	-30	663	·	·	·	·	i	44	·	·	-0.7%	i	1.1	·	·	·	·	·
O=C1OCCN1C(=O)[C@H]1[C@H](c2ccc(F)cc2)C(c2ccc(F)cc2)=NN1c1ccccc1	5	763	44	10	i	-65	i	14	0.57	1220	-0.7%	i	0.7	·	·	3.3	1.1	6.6
Cc1nc(C)c(-c2ccc(SCC(=O)Nc3ccccc3)nn2)s1	-2	711	·	·	·	·	i	12	·	·	-0.5%	i	0.5	·	·	·	·	·
(cont.)
SMILES	Lipid droplet	Lipid droplet cells 6.5 µM	WT yeast gro inh	WT yeast gro inh mutant strain	Autophagy HCS	Autophagy HCS cell loss 18 h	T cell HTS	T cell HTS vesicle-bound %	Ins promoter up	Ins promoter up cell count	West Nile virus CPE	Myeloid diff 2	Myeloid diff 2 GFP+ MAC1+ %	b-catenin transl	b-catenin transl cell count 5 µM	MT stabilizer	MT stabilizer Hoechst-high %	MT stabilizer cytotoxicity %
O=C1S/C(=C\c2ccccc2)C(=O)N1CC(O)Cn1c2ccccc2c2ccccc21 (stereo unspecified)	-25	675	43	11	i	-32	i	48	0.18	1284	-1.1%	i	0.5	-1.5	978	2.3	3.5	11
CC1CCN(C(=O)COc2ccc(S(=O)(=O)N3CCCC3)cc2)CC1	6	681	·	·	·	·	i	41	·	·	-0.9%	i	3.7	·	·	·	·	·
C[C@@H]1C[C@@H]2OC(=O)[C@]3(C)[C@H]2[C@@H](OC3(C)O)[C@]2(C)C(=O)C=C[C@H]12 (stereo partly specified)	-9	679	·	·	·	·	i	20	·	·	1.2%	i	3.2	1.6	1058	·	·	·
CCOC(=O)NC(=O)CSc1nc2ccc(C)cc2[nH]1	2	695	-24	12	i	-4	i	55	-0.1	1384	0.0%	i	0.5	-4.6	1017	10	2.4	7.1
Nc1ccc2nn(-c3cc([N+](=O)[O-])ccc3O)nc2c1	5	788	·	·	·	·	i	46	·	·	0.1%	i	0.4	·	·	·	·	·
COCCN(C(=O)CNC(=O)c1ccco1)C(C(=O)NC1CCCCC1)c1cccnc1 (stereo unspecified)	-2	728	·	·	·	·	i	16	·	·	0.4%	i	0.6	·	·	·	·	·
COc1ccc(N2CCN(c3nc4ccccn4c(=O)c3C=O)CC2)cc1	18	644	-5	10	i	-15	i	41	-1.8	1435	-0.3%	i	0.5	1.9	844	2.0	2.4	11
COc1nc(C#N)nc(N(C)C)n1	-1	692	0	7	i	-11	i	25	0.25	1235	-0.2%	i	2.6	·	·	3.5	3.0	14
Cc1[nH]n(C(N)=S)c(=O)c1N=Nc1cc(-c2ccc(Br)cc2)[nH]n1	13	722	25	31	i	6	i	68	-0.81	1068	0.6%	i	0.0	-1.3	1010	6.4	1.7	7.6
COc1ccc(NC(=O)Cn2nnc(C(=O)NCc3ccc4c(c3)OCO4)c2N)c(OC)c1	3	719	·	·	·	·	i	14	·	·	?	i	8.3	·	·	·	·	·
Cc1cc(=O)oc2c3c(cc(OCC(=O)NCc4ccccc4)c12)OC(C)(C)CC3	-8	767	·	·	·	·	i	28	·	·	-0.6%	i	1.5	·	·	·	·	·
O=[N+]([O-])c1cc(Cl)cc2c1nc(NCCO)c1ccccc12	21	665	·	·	·	·	i	58	-1	991	0.9%	?	·	5.1	792	·	·	·
CCN(CC)C(=O)C1CCCN(C(=O)Nc2ccc3nsnc3c2)C1 (stereo unspecified)	·	·	8	15	i	-1	i	42	1.9	863	-0.3%	i	0.5	-2.1	1205	2.6	1.6	3.7
Cc1ccc(CN2C(=O)N/C(=C\c3cccn3-c3cccc(C(=O)O)c3)C2=O)cc1	5	693	-11	2	i	3	i	43	0.35	1524	0.8%	i	0.7	0.5	963	7.1	1.6	12
O=C(CCCl)Nc1nnc(SCC(=O)NC2CCCC2)s1	11	757	·	·	·	·	i	28	·	·	3.1%	?	·	·	·	·	·	·
Cc1ccc(CC2CC(=O)N(Cc3ccco3)C2=O)cc1 (stereo unspecified)	·	·	15	9	i	9	i	16	-0.5	1235	-0.2%	i	0.7	-1.7	997	5.5	2.6	4.0
COc1ccc(OCC(=O)Nc2c3c(nn2-c2ccccc2)CS(=O)(=O)C3)cc1	-6	729	·	·	·	·	i	30	·	·	-0.2%	i	6.2	·	·	·	·	·
COc1ccc(Nc2nc(CC(C)=O)ns2)cc1OC	·	·	4	-16	i	5	i	59	0.18	1157	0.0%	i	0.5	-1.9	1173	4.0	3.8	9.6
